Screening results from PubChem.
IMPase Li cell – qHTS Assay for Identifying the Cell-Membrane Permeable IMPase Inhibitors: Potentiation with Lithium. CHO-M1 cells, IP1 TR-FRET (IP-One), carbachol + lithium. Potency, µM (top dose mostly 59.4 µM), inactives show at the top dose activity, negative = IMPase inhibition, usual class: inhibitors. 0.35% of 210,000 active;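 further: IP1 builds up when IMPase is blocked and the TR-FRET signal falls; plate controls were basal vehicle for no effect and high inhibitor control for full effect; nearly all actives have a fitted effect of over 50% in size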
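CHO-M1, 2000 cells/well, 16–30 h culture; cpd + low Li+, 30 min 37C; lysis with d2-IP1/Eu-anti-IP1 Ab, 10 min RT; TR-FRET 665/620 ratio and 620 channel; AC50 via Hill.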
Luc counter – Counterscreen for Luciferase (Kinase-Glo TM) Inhibition; Luciferin 4-monooxygenase (Photuris pensylvanica), Q27757; Potency, µM (doses to about 38.3 µM), for the others: top-dose activity change, negative = inhibition, actives largely listed as inhibitors; 0.28% of 200,000 active; Kinase-Glo luciferase, ATP luminescence, 8 min; further: nearly all actives have a fitted effect of over 60% in size
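Recombinant Kinase-Glo luciferase, 10 uM ATP (linear range), luciferin; imidazole pH 7.2 / KCl / MgCl2 / Tween / BSA buffer; 8 min RT; luminescence.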
Starred values were filed as active, the others as inactive; [ ] = dose if it differs, or a comment. The call rests on the fitted dose curve; in most records, active means well fitted curve in the direction sought with a large enough effect; inconclusive means small, poorly fitted or top-dose-only effect, or another doubt; inactive means no such curve, though single readings can be large; an effect the other way counts as inactive or inconclusive. Unless noted, on the % scale 0 is the no-effect control and ±100 the full control effect; potency means the concentration at half of the fitted maximal effect. Only part of the results is shown; count on the stated rates, not on these rows.

SMILES	IMPase Li cell	Luc counter
CC(C)CN1CC2(CCN(C(=O)c3cnccn3)CC2)C1	27%	-1%
NC(N)=NC(N)=Nc1ccc(C(=O)O)cc1	4%	-1%[7.66 µM]
S=c1nc(-c2nc(=S)[nH]c3c2CCCCCCCCCC3)c2c([nH]1)CCCCCCCCCC2	-9%	-7%[7.66 µM]
CCC[C@H](Sc1nc(N)nc2nc[nH]c12)C(=O)O	5%	0%[7.66 µM]
COCC(=O)N1CCC2(CCCN(Cc3cc(C(F)(F)F)cc(C(F)(F)F)c3)C2)CC1	8%	-4%
C[C@]1(c2ccccc2)O[C@@H]2C[C@@H]3[C@@H]4CCC5=CC(=O)C=C[C@@]5(C)[C@]4(F)[C@H](O)C[C@]3(C)[C@@]2(C(=O)CO)O1	-7%	-2%[7.66 µM]
CN(C)Cc1cc(C(C)(C)C)cc(CNC2CCCCC2)c1O	29%	-4%[7.66 µM]
COCC(=O)N1CCC2(CC1)CCN(C(=O)Nc1cccc(F)c1)CC2	-3%	-4%
Nc1ccn([C@@H]2O[C@H](COC(=O)C34CC5CC(CC(C5)C3)C4)[C@@H](O)[C@@H]2O)c(=O)n1	-4%	-6%[7.66 µM]
CSC1(SC2=NCCN2)SC2(NCCN2)S1	4%	-6%[7.66 µM]
O=c1c(CCc2ccccc2)nc2cncnc2n1-c1ccccc1	20%	-4%
Oc1ccc(Cc2nccc3cc(O)c(O)cc23)cc1O	-9%	-3%[7.66 µM]
O=S(=O)(O)c1cc(N=[N+]([O-])c2cc(S(=O)(=O)O)c3ccccc3c2)cc2ccccc12	0%	-3%[7.66 µM]
O=S(=O)(O)C(c1ccccc1)[C@@H](O)c1ccccc1 (stereo not given in full)	-4%	0%[7.66 µM]
Cc1noc(C)c1C(=O)N1CCC2(CCCN(Cc3nccs3)C2)CC1	17%	-1%
COc1ccccc1CN1CCC2(CC1)CCN(C(=O)c1cc(C(F)(F)F)cc(C(F)(F)F)c1)CC2	32%[activator]	-1%
N#Cc1ccc(CN2CC3(CCN(C(=O)c4ccncc4)CC3)C2)cc1	14%	-1%
Cc1ccc(S(=O)(=O)N[C@H](CN)C(=O)O)cc1	-2%	-3%[7.66 µM]
COCC(=O)N1CCC2(CCCN(C(c3ccccc3)c3ccccc3)C2)CC1	18%	-4%
O=C(c1cccc(F)c1)N1CCC2(CC1)CN(c1ccncc1)C2	12%	-1%

Taken from the listing for reference:
SMILES	IMPase Li cell	Luc counter
O=c1c(CCc2ccccc2)nc2cncnc2n1-c1ccccc1	20%	-4%
Oc1ccc(Cc2nccc3cc(O)c(O)cc23)cc1O	-9%	-3%[7.66 µM]

The list goes on.
SMILES	IMPase Li cell	Luc counter
O=C(c1cc(C(F)(F)F)cc(C(F)(F)F)c1)N1CCC2(CC1)CCN(c1ccccn1)CC2	14%	-3%
N=C(N)SCCSC(=N)N	-2%	-7%[7.66 µM]
Cc1cc(C(=O)CSC(=S)SC(C)(C)C)ccc1Cl	-2%	-2%[7.66 µM]
Nc1nc(N)nc(CC(=O)O)n1	4%	2%[7.66 µM]
CC1(C)[C@@H]2CC[C@]1(C)[C@@H](OC(=O)/C=C\c1ccccc1)C2	0%	3%[7.66 µM]
O=C(c1ccco1)N1CCC2(CC1)CN(C(c1ccccc1)c1ccccc1)C2	19%	3%
O=C(c1cccc(F)c1)N1CCC2(CCCN(Cc3nccs3)C2)CC1	34%[activator]	-3%
O=C(O)CS(=O)c1ccc2c3c(cccc13)C(=O)c1ccccc1-2 (stereo not given)	-11%	-5%[7.66 µM]
C[C@H](CCC(=O)O)[C@H]1CC[C@]2(C)[C@@H]3C(=O)C[C@H]4C(C)(C)[C@@H](O)CC[C@]4(C)[C@H]3C(=O)C[C@@]12C	5%	-2%[7.66 µM]
NCCCc1c(-c2ccccc2)nc(N)[nH]c1=O	-1%	-1%[7.66 µM]
O=C(O)CC[C@@]1(c2ccccc2)NC(=O)NC1=O	-3%	-1%[7.66 µM]
COCCn1c(=O)c(CCc2ccccc2)nc2cnc(Nc3cccc(OC)c3)nc21	-5%	0%
Cn1cccc1C(=O)N1CCC[C@@]2(CCN(c3ccncc3)C2)C1	8%	-3%
N#CCCn1c(=O)c(-c2ccc(F)cc2)nc2cnc(Oc3ccccc3)nc21	2%	0%
NCCSC[C@H](N)C(=O)O	-2%	-7%[7.66 µM]
Cn1c(=O)c2[nH]c([C@@H]3CC(=O)C[C@H](c4nc5c([nH]4)c(=O)n(C)c(=O)n5C)N3)nc2n(C)c1=O	3%	0%[7.66 µM]
O=C(Nc1ccccc1)N1CC[C@@]2(CCCN(C(=O)c3csnn3)C2)C1	3%	-5%
Cn1cnc([N+](=O)[O-])c1SCC(=O)O	-4%	-5%[7.66 µM]
N=C(N)SCCON1C(=O)c2ccccc2C1=O	-2%	-3%[7.66 µM]
CO[C@@H]1/C=C\O[C@@]2(C)Oc3c(C)c(O)c4c(c3C2=O)C(=N[C@H]2CC[C@H](O)O[C@@H]2C)C=C(NC(=O)/C(C)=C\C(=O)[C@@H]2C[C@@H]2[C@@H](O)[C@H](C)[C@@H](O)[C@H](C)[C@H](OC(C)=O)[C@@H]1C)C4=O	11%	-11%[7.66 µM]

Full records from above:
`NC(N)=NC(N)=Nc1ccc(C(=O)O)cc1` reads IMPase Li cell: 4%; Luc counter: -1%[7.66 µM]
`Nc1ccn([C@@H]2O[C@H](COC(=O)C34CC5CC(CC(C5)C3)C4)[C@@H](O)[C@@H]2O)c(=O)n1` reads IMPase Li cell: -4%; Luc counter: -6%[7.66 µM]

Additional structures follow:
SMILES	IMPase Li cell	Luc counter
O=C(c1cc(C(F)(F)F)cc(C(F)(F)F)c1)N1CCC2(CC1)CCN(c1ccncc1)CC2	17%	-2%
O=C(c1nc2ccc([N+](=O)[O-])cc2[nH]c1=O)[C@@H](O)c1ccc2c(c1)OCO2	3%	-1%[7.66 µM]
COc1ccc2c(c1)Cc1cc(N=[N+]([O-])c3ccc4c(c3)Cc3cc(OC)ccc3-4)ccc1-2	4%	-1%[7.66 µM]
O=C(Nc1cccc(F)c1)N1CCC2(CCNCC2)CC1	19%	-1%
CC(=O)N1CCC2(CCN(Cc3cc(C(F)(F)F)cc(C(F)(F)F)c3)CC2)CC1	0%	-4%
Cn1c(=O)c2[nH]c(CCC(=O)O)nc2n(C)c1=O	-1%	0%[7.66 µM]
C[N+](C)(C)CCN(Cc1cccs1)c1ccccn1	1%	-7%[7.66 µM]
COc1ccccc1CN1CC[C@@]2(CCCN(S(C)(=O)=O)C2)C1	8%	-5%
NC(N)=NC(N)=Nc1ccc(S(N)(=O)=O)cc1	0%	-5%[7.66 µM]
CCOc1ccc2c(ccc(/C=C\c3cc(C)c4cccnc4c3O)[n+]2C)c1	4%	-6%[7.66 µM]
COC(=O)N1CCC2(CCCN(c3ccncc3)C2)CC1	27%	5%
CN1CCC(n2[nH]c(-c3ccccc3)c(Cc3ccccc3)c2=O)CC1	35%[activator]	-5%[7.66 µM]
OCCN(CCO)c1ncnc2nc[nH]c12	-3%	-7%[7.66 µM]
O[C@@H](c1cc(-c2ccccc2)nc2c1ccc1ccccc12)C1CCCCN1 (stereo not given in full)	-5%	-1%[7.66 µM]
Oc1cc(O)c2c(c1)O[C@@H](c1ccc(O)c(O)c1)[C@H](O[C@@]1(c3cc(O)c(O)c(O)c3)Oc3cc(O)cc(O)c3[C@H](O)[C@@H]1O)C2	-4%	-4%[7.66 µM]
COc1ccc([C@H](O)c2ccccn2)cc1	2%	-2%[7.66 µM]
CS(=O)(=O)N1CCC[C@@]2(CCN(c3ccncc3)C2)C1	16%	-5%
COc1ccc(C(=O)N2CCC[C@@]3(CCN(Cc4cc(C(F)(F)F)cc(C(F)(F)F)c4)C3)C2)cc1	14%	-1%
O=C(O)C[C@H](S)C(=O)O	7%	-1%[7.66 µM]
C[C@H]1CC(C)(C)C[C@@](OCCN2CCCCC2)(c2ccccc2)C1	20%	-3%[7.66 µM]
O=C(O)c1cccc(C[C@H](Br)C(=O)O)c1	2%	-2%[7.66 µM]
C[C@@](N)(/C=C\c1ccccc1)C(=O)O	-8%	-2%[7.66 µM]
CN1CCN(CC(=O)Nc2cccc3ccccc23)CC1	1%	-6%[7.66 µM]
Cc1ccc(S(=O)(=O)Nc2ccccc2C=O)cc1	4%	-7%[7.66 µM]
O=C(NCc1cccnc1)[C@@H]1[C@@H](C(=O)O)[C@H]2CC[C@@H]1O2	-8%	3%[7.66 µM]
COc1ccc(-n2c(=O)c(-c3ccc(F)cc3)nc3cnc(OC)nc32)cc1	-6%	1%
CNS(=O)(=O)c1ccccc1C(=N)c1ccccc1	-2%	-4%[7.66 µM]
COc1ccccc1CN1CC[C@@]2(CCCN(C(=O)c3cccn3C)C2)C1	26%	-4%
CC(C)N(CC(=O)O)CC(=O)O	3%	-5%[7.66 µM]
CC(C)CN1CC[C@@]2(CCCN(S(=O)(=O)c3ccccc3)C2)C1	16%	-1%
CCOC(=O)c1c(O)[nH]c(=O)c(CC)c1C	-4%	-2%[7.66 µM]
COC(=O)N1CCC2(CCCN(C(=O)Nc3cccc(F)c3)C2)CC1	6%	-4%
CCCCSCc1nc2nc(Cl)c(Cl)nc2[nH]1	-3%	-6%[7.66 µM]
CN(C)Cc1ccc(-c2cc3onc(-c4ccccc4)c3c(=O)n2C)cc1	15%	-1%[7.66 µM]
N#Cc1ccc(CN2CCCC3(CCNCC3)C2)cc1	16%	-1%
O=[N+]([O-])c1ccccc1N=Nc1c(O)[nH]c2ccc(S(=O)(=O)O)cc12	-1%	-8%[7.66 µM]
OCCn1cnc2c(SCc3ccccc3)ncnc21	1%	-10%[7.66 µM]
O=C(O)CSc1nnc2c3ccccc3c3ccccc3c2n1	-12%	0%[7.66 µM]
N#Cc1cccc(NC(=O)N2CC3(CCN(C(=O)c4cccc(F)c4)CC3)C2)c1	4%	2%
COc1ccccc1CN1CCCC2(CCN(C(=O)c3c(C)noc3C)CC2)C1	19%	1%
CS(=O)(=O)N1CCC2(CCCN(c3ccncc3)C2)CC1	15%	1%
COCCn1c(=O)c(-c2ccc(F)c(F)c2)nc2cncnc21	6%	-2%
O=C1CC[C@](CCc2nc3ccccc3[nH]2)(c2ccccc2)C(=O)N1	-2%	-5%[7.66 µM]
COCC(=O)N1CCC2(CCN(Cc3ccc(C#N)cc3)CC2)CC1	10%	-1%
CC1(C)N=C(N)N=C(N)N1c1cccc(CSc2ccccc2)c1	19%	-4%[7.66 µM]
CN(C)Cc1cc(C(=O)O)cc(CN(C)C)c1O	-7%	-1%[7.66 µM]
C(=Nc1cnc2ccccc2c1)c1ccc2ccccc2n1	-7%	-1%[7.66 µM]
CS(=O)(=O)N1CCC2(CCCN(Cc3cc(C(F)(F)F)cc(C(F)(F)F)c3)C2)CC1	21%	-3%
COc1ncc2nc(C)c(=O)n(Cc3cccs3)c2n1	2%	1%
O=C(O)c1c(Cl)c(Cl)c(Cl)c(Cl)c1C(=O)Nc1ccc2cn[nH]c2c1	-8%	-2%[7.66 µM]
COc1ccc(Oc2ncc3ncc(=O)n(Cc4ccc(F)cc4)c3n2)cc1	1%	-4%

Random excerpt: 5 entries already listed
SMILES	IMPase Li cell	Luc counter
CS(=O)(=O)N1CCC2(CCCN(Cc3cc(C(F)(F)F)cc(C(F)(F)F)c3)C2)CC1	21%	-3%
C[C@H]1CC(C)(C)C[C@@](OCCN2CCCCC2)(c2ccccc2)C1	20%	-3%[7.66 µM]
C[C@]1(c2ccccc2)O[C@@H]2C[C@@H]3[C@@H]4CCC5=CC(=O)C=C[C@@]5(C)[C@]4(F)[C@H](O)C[C@]3(C)[C@@]2(C(=O)CO)O1	-7%	-2%[7.66 µM]
O=C(O)CS(=O)c1ccc2c3c(cccc13)C(=O)c1ccccc1-2 (stereo not given)	-11%	-5%[7.66 µM]
CN1CCN(CC(=O)Nc2cccc3ccccc23)CC1	1%	-6%[7.66 µM]
